NALP1 yeast inh = NALP1 inhibition; 280,000 tested, 0.61% active; inhibition, % at 10 µM; S. cerevisiae NALP1/ASC/caspase-1 growth, X-gal OD620, 72 h; AID 2071; in the data active = inhibition mostly above about 24%, no sharp cut-off; inactive = mostly below about 32%; also: some compounds called inactive have numbers as strong as hits
FID counter = counter-screen for HCV NS3 helicase inhibitors: DNA intercalator displacement; DNA fluorescent intercalator displacement, fluorescence; inhibition, % at 7.9 µM; 290,000 tested, 0.17% active; in the data active = inhibition above about 37%;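 also: 0% = vehicle and 100% = reference compound; higher means more ethidium bromide displaced from hairpin DNA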
IMP-1 inh = blocks Pseudomonas aeruginosa IMP-1 metallo-beta-lactamase | purified IMP-1, nitrocefin hydrolysis, epi-absorbance fluorescence | inhibition, % at 5.6 µM | 290,000 tested, 0.45% active | AID 1556;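 active = inhibition above the mean plus 3 SD of all compounds in the same screening run, cut at about 4.5% in these data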;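 also: 0% = IMP-1 with DMSO and 100% = DMSO wells lacking enzyme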
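Assay system: purified IMP-1; Quantity: IMP-1 0.2 nM before substrate addition; Medium: HEPES buffer pH 7.1 with ZnSO4 and Brij 35; Incubation: 15 min enzyme–compound preincubation, then 25 min nitrocefin reaction, 25 °C; Signal: fluorescence quenching readout, ex 480/em 530 nm; Controls: DMSO with and without IMP-1; Repeats: singlicate testing.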
SUMO HTRF inh = SUMOylation inhibition; HTRF SUMOylation assay, SAE1/SAE2 + UBC9, in vitro; inhibition, % at 35 µM; P63279; 290,000 tested, 0.36% active; AID 2006; in the data active = inhibition above about 50%, passing the limit was not always enough; also: strong numbers were not always called active
Target sequence (P63279 whole entry, looked up): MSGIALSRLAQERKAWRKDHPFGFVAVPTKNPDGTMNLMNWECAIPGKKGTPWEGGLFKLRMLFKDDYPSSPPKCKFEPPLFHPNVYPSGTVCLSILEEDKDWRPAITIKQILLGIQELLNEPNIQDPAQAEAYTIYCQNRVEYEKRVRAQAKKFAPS
MEKK2 WT-MEK5 = raises or lowers MEK5 binding to wildtype human MEKK2 PB1 domain | bead flow cytometry, Alexa488-MEK5 binding to MEKK2 WT; actives lie on both sides | binding response (% of control), % at 10 µM | 290,000 tested, 1.1% active | AID 1531; in the data active = binding response below about 67% or above about 130%
MEKK2mut PB1 HTS = signal of MEK5 binding to mutant human MEKK2 PB1 domain | 290,000 tested, 0.35% active | bead flow cytometry, Alexa488-MEK5 binding to MEKK2 mutant | AID 1530 | percent response, % at 10 µM; in the data active = percent response above about 24%, passing the limit was not always enough; also: inactives centre near 1; some results filed as inactive read as strong as hits
HCV NS3 hel inh = HCV NS3 helicase inhibition; NS3 helicase DNA unwinding, Cy5 molecular beacon fluorescence; inhibition, % at 10.9 µM; 290,000 tested, 0.56% active;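 active = inhibition above the mean of all tested compounds plus 3 SD, set per campaign, cut at about 35% in these data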;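 also: 0% = DMSO wells and 100% = thioflavine S control wells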
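Control set: DMSO versus 110 µM thioflavine S; Material: NS3 helicase fragment of HCV; Measured by: Cy5 fluorescence at 0 and 60 min, beacon hairpin quenching; Read-out basis: percent inhibition from t60/t0 fluorescence ratio; Times: reaction time 60 min, 25 °C; Repeats: single replicate; Compound dosing: single dose, 10.9 µM nominal final, DMSO 0.8% final.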
M18AAP inhibitor = PfM18AAP enzyme inhibition; 290,000 tested, 1.2% active; AID 1822; inhibition, % at 7.35 µM; recombinant PfM18AAP, H-Glu-NHMec fluorogenic cleavage;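 active = inhibition above the campaign mean inhibition over all tested compounds plus 3 SD, cut at about 28% in these data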;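 also: 0% = plate median of test compound wells and 100% = 2 mM ZnCl2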
VIM-2 inh = blocks Pseudomonas aeruginosa VIM-2 metallo-beta-lactamase. purified VIM-2, nitrocefin hydrolysis, epi-absorbance fluorescence. inhibition, % at 5.6 µM. 290,000 tested, 0.89% active. AID 1527;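 active = inhibition above the mean of all tested compounds plus 3 SD, cutoff set per screening run, cut at about 7.5% in these data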;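 also: red hydrolysis product quenches plate fluorescence so inhibitors raise well fluorescence; 0% = enzyme with DMSO and 100% = DMSO without enzyme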
The depositor's hits bear a star; . = not tested or not shown. Rows are unselected, and some 4.7% of all compounds hit somewhere here.

SMILES	NALP1 yeast inh	FID counter	IMP-1 inh	SUMO HTRF inh	MEKK2 WT-MEK5	MEKK2mut PB1 HTS	HCV NS3 hel inh	M18AAP inhibitor	VIM-2 inh
CCc1cc(C(=O)NNC(=S)NCc2ccccc2)cs1	-26	-8	-0.6	-2	95	-1	-6	7	-1.7
CSc1nc2ccc(NC(=O)c3c(-c4ccccc4)noc3C)cc2s1	.	-5	-3.9	3	90	-28	-4	-2	-2.4
COc1ccc(NC(=O)CSc2nc3ccsc3c(=O)n2CCCCCC(=O)O)cc1	16	-46	-3.6	7	97	-1	6	-9	0.8
CCc1nn(C(C)C(=O)NCc2ccc(Cl)cc2)c(=O)c2cc3occc3n12 (stereo not drawn)	6	-46	-2.8	2	94	2	6	3	-2.5
Cc1ccc(NC(=O)NNC(=O)Cn2nc(-c3ccccc3)c(-c3ccccc3)c(C#N)c2=O)cc1	5	-2	-2.7	-19	103	3	-2	-4	-1.1
CC(C)CNC(=O)c1cccc(NC(=O)C(C)C)c1	-10	-1	-2.5	-6	105	10	2	2	-3.2
Cc1ccccc1C1NC(=S)NC2=C1C(=O)CC(C)(C)C2 (stereo not drawn)	-14	-4	-0.8	10	95	-3	-8	-3	-0.8
COc1ccc(S(=O)(=O)Nc2cc(C(=O)NC3CCCCCC3)ccc2N2CCOCC2)cc1	-1	-14	-2.1	28	98	-3	1	-1	0.6
COc1ccc(OCc2cc(C(=O)NCCN3CCCC(O)C3)no2)c(Cl)c1 (stereo not drawn)	24	11	-2.0	14	103	8	-6	-4	-2.1
COCCNC(=O)c1ccc(S(=O)(=O)c2ccc(Cl)cc2)c(NC(C)=O)c1	21	1	-0.9	14	104	3	12	6	-2.0
Cc1ccc(NC(=O)C(C)N=C2NS(=O)(=O)c3ccccc32)cc1F (stereo not drawn)	.	1	-2.9	20	117	12	2	-7	1.1
c1ccc(N2CCN(Cc3nnnn3C3CCCCC3)CC2)cc1	-5	-27	-2.6	-12	102	1	-3	3	-3.1
Cc1nc2nc(SCC(=O)C(C)(C)C)[nH]c2cc1Br	-2	-9	-6.2	-8	94	-4	0	7	-3.0
O=C(c1cc(-c2ccncc2)nc2ccc(Br)cc12)N1CCN(Cc2ccc3c(c2)OCO3)CC1	-4	-2	-1.1	-7	96	0	-8	2	-3.1
CC(=O)c1ccc(S(=O)(=O)N2CCN(C(=O)/C=C/c3ccc4ccccc4n3)CC2)cc1	17	-34	-3.5	25	102	0	3	3	-3.5
C/C=C/c1ccc(OCCOc2cc(C=O)ccc2OC)c(OC)c1	42	-8	-1.0	8	107	13	-8	2	-0.6
COc1ccc(-n2c(SCC(=O)Nc3ccc(C(N)=O)cc3)nc3c([nH]c4ccccc43)c2=O)cc1OC	9	-44	-7.1	-2	105	7	-7	8	-3.6
COc1ccccc1NC(=O)c1cccc2c(Br)cccc12	7	-24	-3.4	-2	108	12	6	-5	-1.7
Clc1ccc(-c2cc(C3CCNCC3)[nH]n2)cc1	0	6	1.1	-5	100	-12	-12	-13	-0.5
Cc1ccc(C)c(N2CCN(S(=O)(=O)c3ccc4c(c3)oc(=O)n4C)CC2)c1	4	-11	-3.4	-17	101	3	-3	-5	-0.3
O=C(O)/C=C/c1ccc(S(=O)(=O)NCc2ccco2)cc1	2	0	-1.6	11	86	-8	5	9	3.4
COc1ccc(S(=O)(=O)N2CCC(C(N)=O)CC2)cc1	.	-1	-4.4	.	107	6	6	3	-2.5
O=C(CCN1CCCCC1)c1ccccc1	25	1	-3.3	-5	100	4	-11	-8	-0.6
COC(=O)c1ccccc1NC(=O)CN(c1ccc(OC)cc1)S(C)(=O)=O	17	-23	-2.3	-12	105	2	0	-1	-3.9
Cc1cccc(C(=O)O/N=C(\N)c2cccc([N+](=O)[O-])c2)c1	10	5	-0.3	-4	96	0	4	-1	3.5
CC1CCCCN1C(=O)Cn1cc(C#N)c2ccccc21 (stereo not drawn)	2	-4	-4.6	-2	100	2	3	-2	-4.3
CC1CCC/C=C/C(=O)c2c(O)cc(O)cc2CC(=O)O1 (stereo not drawn)	1	.	.	11	101	3	.	.	.
CC(=O)N1CCN(c2ccc(NC(=O)c3ccc4ccccc4c3)cc2)CC1	4	-35	-1.3	4	96	-7	27	10	0.6
CCN1CCCC1CNC(=O)CN(C)S(=O)(=O)c1ccc(Cl)cc1 (stereo not drawn)	-2	3	-3.0	7	103	0	7	8	-0.1
C/C(=N\NC(=O)c1cccc(Br)c1)c1ccccn1	39	-6	-4.2	-44	101	1	10	1	-4.1
Cc1cc(S(=O)(=O)NCc2ccccn2)c(Cl)cc1Cl	8	-7	-1.2	21	100	0	-6	-14	-1.5
COc1ccc(C(=O)Cn2c(=O)c(CCC(=O)O)nn3c4ccccc4nc23)cc1OC	36	-9	-3.6	13	101	8	4	7	-2.6
O=c1c2ccccc2cnn1Cc1n[nH]c(=S)n1-c1ccc(Cl)cc1Cl	19	-5	-1.2	-7	94	-4	-10	17	-0.4
CN(C)C(=O)CSc1nnc(-c2cccs2)n1-c1ccccc1	.	-10	-2.3	15	110	2	3	2	-2.3
COc1nc(OC)nc(N(C)CCO)n1	7	-7	-2.3	3	103	10	9	5	-3.7
Cc1nonc1-c1csc(N)n1	7	0	-3.8	13	99	-2	4	-10	-0.8
CCOc1ccc(NC(=O)c2nn(C)c(C(=O)Nc3ccc(OCC)cc3)c2[N+](=O)[O-])cc1	10	-3	-3.6	11	101	4	5	10	-1.2
CCCCCCNC(=O)c1cc(S(=O)(=O)N2CCc3ccccc32)ccc1F	6	-25	-3.2	4	104	5	-9	2	-4.2
CCC(=O)Nc1cccc(NC(=S)NC(=O)c2ccccc2C)c1	11	-8	0.8	2	106	0	4	-14	0.4
Cc1cccc(NS(=O)(=O)c2ccc3c(c2)CCN3C(=O)CCC(=O)O)c1	30	-28	-0.9	-1	106	4	7	-7	-1.2

Some of these compounds in order of formula weight, largest number first:
SMILES	NALP1 yeast inh	FID counter	IMP-1 inh	SUMO HTRF inh	MEKK2 WT-MEK5	MEKK2mut PB1 HTS	HCV NS3 hel inh	M18AAP inhibitor	VIM-2 inh
CCOc1ccc(NC(=O)c2nn(C)c(C(=O)Nc3ccc(OCC)cc3)c2[N+](=O)[O-])cc1	10	-3	-3.6	11	101	4	5	10	-1.2
COc1ccc(C(=O)Cn2c(=O)c(CCC(=O)O)nn3c4ccccc4nc23)cc1OC	36	-9	-3.6	13	101	8	4	7	-2.6
CCCCCCNC(=O)c1cc(S(=O)(=O)N2CCc3ccccc32)ccc1F	6	-25	-3.2	4	104	5	-9	2	-4.2
COC(=O)c1ccccc1NC(=O)CN(c1ccc(OC)cc1)S(C)(=O)=O	17	-23	-2.3	-12	105	2	0	-1	-3.9
Cc1cccc(NS(=O)(=O)c2ccc3c(c2)CCN3C(=O)CCC(=O)O)c1	30	-28	-0.9	-1	106	4	7	-7	-1.2
CCN1CCCC1CNC(=O)CN(C)S(=O)(=O)c1ccc(Cl)cc1 (stereo not drawn)	-2	3	-3.0	7	103	0	7	8	-0.1
CCC(=O)Nc1cccc(NC(=S)NC(=O)c2ccccc2C)c1	11	-8	0.8	2	106	0	4	-14	0.4
Cc1cc(S(=O)(=O)NCc2ccccn2)c(Cl)cc1Cl	8	-7	-1.2	21	100	0	-6	-14	-1.5
C/C(=N\NC(=O)c1cccc(Br)c1)c1ccccn1	39	-6	-4.2	-44	101	1	10	1	-4.1
CC1CCC/C=C/C(=O)c2c(O)cc(O)cc2CC(=O)O1 (stereo not drawn)	1	.	.	11	101	3	.	.	.
CC1CCCCN1C(=O)Cn1cc(C#N)c2ccccc21 (stereo not drawn)	2	-4	-4.6	-2	100	2	3	-2	-4.3
COc1nc(OC)nc(N(C)CCO)n1	7	-7	-2.3	3	103	10	9	5	-3.7

Carrying on:
SMILES	NALP1 yeast inh	FID counter	IMP-1 inh	SUMO HTRF inh	MEKK2 WT-MEK5	MEKK2mut PB1 HTS	HCV NS3 hel inh	M18AAP inhibitor	VIM-2 inh
Cc1ccc(N2C(=O)C3C4C=CC(CNC(=S)N5CCN(c6ccccn6)CC5)(O4)C3C2=O)cc1 (stereo not drawn)	-13	-13	0.9	0	94	-9	-9	9	0.2
Cc1ccc(C(=O)NNC(=S)Nc2cccc3ccccc23)s1	-9	-7	-3.8	4	102	10	-4	-8	-4.6
COC(CNS(=O)(=O)c1ccc(Cl)cc1)c1ccccc1 (stereo not drawn)	10	-15	-1.9	6	116	12	2	-9	-1.7
Cc1ccc(S(=O)(=O)NCCNS(=O)(=O)c2ccc(C)cc2)cc1	13	-20	-2.4	18	108	9	-1	4	-5.3
COc1ccc(C2c3sc(=O)[nH]c3SCC2C(N)=O)cc1 (stereo not drawn)	-6	-5	4.1	14	100	0	7	-46	3.2
CCN1C(=O)C(CC(=O)Nc2ccc(OC)cc2)N(Cc2ccco2)C1=S (stereo not drawn)	28	-13	-3.0	0	96	-2	-3	-11	-2.3
Cc1nnc(SCC(=O)Nc2ccc(Br)cn2)[nH]c1=O	29	2	-7.1	1	105	9	3	-1	-5.3
COc1ccc(CNC/C=C/c2ccccc2)cc1	8	3	-2.3	9	107	5	-2	3	-2.6
Clc1cc(CSc2ccccc2)nc(-c2ccccc2)n1	34	0	-1.6	-7	104	8	6	0	-2.1
O=C(COC(=O)[C@H](Cc1ccccc1)NS(=O)(=O)c1ccccc1F)NC1CCCCC1	40	-30	-5.2	-8	100	1	-1	-2	-3.0
Clc1ccc(-c2nn3c(C4COc5ccccc5O4)nnc3s2)cc1 (stereo not drawn)	-10	-3	-2.1	6	94	-3	10	15	-3.4
COc1ccc2c(c1OC)C(=O)OC2CC(=O)c1ccc(N(C)C)cc1 (stereo not drawn)	9	-12	-4.0	26	106	14	6	-3	-3.8
CCn1c(SCC(=O)NC2CCCCC2)nnc1-c1ccccn1	4	-38	0.5	2	106	4	16	4	-1.0
COc1ccccc1CN1CCN(C(CC(C)C)c2nnnn2Cc2cccs2)CC1 (stereo not drawn)	16	.	.	-5	109	3	.	.	.
CCc1c(C)c(C#N)c2nc3ccccc3n2c1NCCN(C)C	32*	16	-3.5	7	99	2	-6	0	5.8
Nc1cccnc1Oc1ccccc1F	0	1	-3.8	1	100	1	-3	1	-2.7
O=C(CCCCCN1C(=O)c2ccccc2C1=O)Nc1cccc(O)c1	2	-14	-2.4	-5	103	2	-2	-1	-2.1
COc1cc(/C=C/C(=O)c2ccc(Cl)s2)cc(OC)c1O	57	-5	-6.9	-16	98	1	-10	-18	-3.5
CN1CCCC1=Nc1c2c(nc3ccccc13)N(C)CC2	6	-3	0.3	22	94	-2	13	-1	-1.4
CCNc1nc(N)nc(-c2cc(Cl)ccc2O)n1	34	7	-2.8	7	100	1	-47	1	-3.0
Cc1cc(OCC(=O)Nc2ccncc2)ccc1[N+](=O)[O-]	21	-1	-1.5	4	104	4	8	3	-3.7

As entered above.
Reading of Clc1cc(CSc2ccccc2)nc(-c2ccccc2)n1 under MEKK2 WT-MEK5: 104
Reading of COc1ccc2c(c1OC)C(=O)OC2CC(=O)c1ccc(N(C)C)cc1 (stereo not drawn) under HCV NS3 hel inh: 6
